OX1R antag-1 – antagonists of human orexin 1 receptor (OX1R); Orexin/Hypocretin receptor type 1 (Homo sapiens), O43613; OX1R-expressing cells, FRET antagonist read-out; inhibition, % at 6.6 µM; hit rate 1.8% among 330,000; AID 485270, 2010; in the data active means inhibition mostly above about 38%, no sharp cut-off; inactive means mostly below about 40%;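 further: 0% = agonist challenge alone and 100% = reference antagonist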
Target sequence (O43613 whole entry, looked up): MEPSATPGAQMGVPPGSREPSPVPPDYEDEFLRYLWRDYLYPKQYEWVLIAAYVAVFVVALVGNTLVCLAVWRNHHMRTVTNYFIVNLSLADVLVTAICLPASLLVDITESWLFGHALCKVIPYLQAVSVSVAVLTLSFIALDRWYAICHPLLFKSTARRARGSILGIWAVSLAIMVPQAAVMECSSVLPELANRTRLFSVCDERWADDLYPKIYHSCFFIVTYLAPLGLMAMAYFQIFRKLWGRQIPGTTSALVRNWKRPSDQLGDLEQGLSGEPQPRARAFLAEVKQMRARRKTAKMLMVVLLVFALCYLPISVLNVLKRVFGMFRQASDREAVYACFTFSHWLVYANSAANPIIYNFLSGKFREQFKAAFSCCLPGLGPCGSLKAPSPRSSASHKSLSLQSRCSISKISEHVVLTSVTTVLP
OX1R antag-2 – OX1R (HCRTR1) antagonists, primary screen, fluorescence, CHO/OX1R cells, Fluo-8 calcium, orexin A | Orexin/Hypocretin receptor type 1 (Homo sapiens), O43613 | Fluo-8 calcium fluorescence | inhibition, % at 5 µM | hit rate 0.43% among 330,000 | AID 434989, 2010;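 active means inhibition above its plate's threshold, mean inhibition of all tested compounds on the plate plus 3 SD, cut at about 37% in these data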;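 further: 0% = orexin A challenge wells and 100% = SB-334867-A antagonist wells; not every result past the cut was called active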
Numbers without * were called inactive; & = joins results of further samples.

structure | OX1R antag-1 | OX1R antag-2
O=c1[nH]c2ccccc2c2nc3ccccn3c12 | 15.9 | -3.0
COc1ccc(C2C(C(=O)c3ccco3)=C(O)C(=O)N2CC2CCCO2)cc1OC (centres undefined) | 28.0 | -6.0
Cc1ccc(NC(=S)N2CCC(NC(=O)c3ccc(F)cc3)CC2)cc1 | 3.9 | -29.8
COc1cccc(C(CC(=O)NCc2ccco2)NS(=O)(=O)c2ccc(C)cc2)c1OC (centres undefined) | 28.7 | -12.2
O=C(CNCc1ccccc1)Nc1ccc(F)cc1 | 15.3 | -6.7
CCC(O)C1CCN(Cc2cn(Cc3ccccc3)nc2-c2cc3ccccc3o2)CC1 (centres undefined) | 5.8 | -15.5
N#CCSc1nnc2ccc3ccccc3n12 | 4.8 | 2.8
O=[N+]([O-])c1ccccc1Oc1ccc(S(=O)(=O)N2CCOCC2)cc1 | 7.3 | 0.1
CCCn1c(N)c(N(CCOC)C(=O)COC(=O)CSc2cc(C)c3ccccc3n2)c(=O)[nH]c1=O | 19.8 | -11.0
COc1ccc(CCC(=O)NCc2cn3ccsc3n2)cc1 | 6.5 | -12.1
CCN(CC(=O)Nc1c(F)cccc1F)C(=O)CCCc1nc2ccccc2c(=O)[nH]1 | -1.9 | -16.5
O=C(CSc1nnc(-c2cccnc2)n1CCc1ccccc1)N1CCCCC1 | 15.8 | -1.5
Cc1sc(NC(=O)C2CCCC2)c(C#N)c1C | 13.5 | -13.4
Cc1nn(Cc2ccc(F)cc2)c2sc(C(=O)Nc3nccs3)cc12 | 15.6 | -23.6
CC(c1ccco1)N(C(=O)C12CC3(C)CC(C)(CC(C)(C3)C1)C2)c1ccccn1 (centres undefined) | 10.4 | -26.3
Cc1cc(F)ccc1NCc1ccncc1 | -4.4 | -11.2
COc1ccc(NC(=O)Cc2c[nH]c3ccccc23)cc1S(=O)(=O)N1CCCCC1 | 12.3 | -16.6
CC1CCCCC1NC(=O)C1CCN(S(=O)(=O)N2CCOCC2)CC1 (centres undefined) | 14.8 | -1.6
CCN(C(=O)COC(=O)Cn1c(C)csc1=O)c1c(N)n(Cc2ccccc2)c(=O)[nH]c1=O | 11.0 | -18.1
Cc1ccc(C(CC(=O)O)Nc2nc(N3CCOCC3)nc(N3CCOCC3)n2)cc1 (centres undefined) | 11.2 | -21.6
O=C(COC(=O)c1ccc(Br)o1)NCc1ccc(Cl)cc1 | 3.2 | 6.0
C=C(C)c1ccc(C(C)(C)NC(=O)N(Cc2ccccc2)Cc2ccco2)cc1 | 28.8 | 11.1
C[C@@H]1C[C@H]2[C@@H]3CCC4=CC(=O)C=C[C@]4(C)[C@@]3(F)[C@@H](O)C[C@]2(C)[C@@]1(O)C(=O)CO | 3.7&-4.9 | 0.8&-9.9
CCOC(=O)c1c(N)sc2c1CCN(CCc1ccccc1)C2 | 9.6 | -27.2
CC(=O)N1c2ccc(S(=O)(=O)N3CCCC(C(=O)Nc4ccc(F)cc4)C3)cc2CC1C (centres undefined) | 7.1 | -12.5
Cn1c(SCC(=O)Nc2cccc(Br)c2)nnc1-c1cc2ccccc2o1 | 6.2 | -33.3
O=S(=O)(NC1CCCCC1N1CCC(O)CC1)c1ccccc1 (centres undefined) | -10.4 | -12.0
COc1ccccc1CNC(=O)c1n[nH]c2ccccc12 | 5.1 | -32.6
Cc1nc(SC(C)C(=O)NC2CCCC2)c2ccccc2n1 (centres undefined) | 4.5 | -23.6
CC1=C(C(=O)Nc2ccccc2C)C(c2ccc(C)o2)n2c(s/c(=C/c3ccccc3)c2=O)=N1 (centres undefined) | 7.4 | -27.4
S=c1[nH]nc(-c2ccco2)n1/N=C/c1ccccn1 | 15.1 | -20.4
O=C(Nc1ccc(NC(=O)c2cccs2)cc1)c1ccccc1 | 43.5 | 4.4
CCCc1nnc(NC(=O)CCC(=O)N2CCCCC2)s1 | 29.7 | -14.8
CC(C)c1ccc(NC(=O)CCC(=O)NCc2ccco2)cc1 | 34.2 | -9.1
O=C(O)c1cccc2c1C(=O)c1ccc(-c3ccc(OC(F)(F)F)cc3)cc1S2(=O)=O | 12.4 | -8.3
CCCc1nc2sc3c(SCC(=O)NCc4ccco4)ncnc3c2c2c1CCC2 | 11.9 | -15.1
COc1cccc(C(=O)Oc2c(Br)cc(Br)cc2/C=N/NC(=O)c2cc(C)[nH]n2)c1 | 22.2 | -29.3
Cc1ccc(S(=O)(=O)N2CCN(C(=O)C(C)Cn3nc(C)c(C)c3C)CC2)cc1 (centres undefined) | 8.4 | -8.9
Cc1ccccc1OCC(O)Cn1c(NCc2ccccc2)nc2c1c(=O)[nH]c(=O)n2C (centres undefined) | 17.8 | -18.7
Cc1ccc(S(=O)(=O)N(Cc2ccc(F)cc2)C(=O)N2CCN(C)CC2)cc1 | 2.7 | -6.1
C=C(C)CN1C(=O)C2(OCCO2)c2ccccc21 | 3.5 | -9.8
O=C(C1COc2ccccc2O1)N1CCN(c2ccccc2)CC1 (centres undefined) | -2.0 | -19.6
CCOC(=O)CSc1ncnc2c1cnn2-c1ccc(C)cc1 | 8.0 | -15.0
Cn1cnc([N+](=O)[O-])c1SCC(=O)NN | 19.2 | -2.8
CCOC(=O)C(C)C(C)=O (centres undefined) | 3.6 | -2.1
COc1ccccc1CNS(=O)(=O)CC12CCC(CC1=O)C2(C)C (centres undefined) | 60.1 | -7.1
Cc1cc2c(NCc3ccccc3)ncnc2s1 | 8.8 | 23.2
Brc1ccc2ncnc(NCc3ccco3)c2c1 | 24.6 | -1.3
O=C(NCC(c1cccs1)N1CCOCC1)c1cn(-c2ccccc2)nc1-c1ccc(Cl)cc1 (centres undefined) | 21.5 | -19.9
COc1ccc(NS(=O)(=O)c2cc(C)ccc2NC(=O)c2cc(C)oc2C)cc1 | 21.6 | -17.8
CN(C(=S)Nc1ccc(Oc2ccccc2)cc1)c1ccc(O)cc1 | 9.9 | 7.6
Cc1ccc(SCCC(=O)NCc2ccco2)cc1 | 10.6 | -7.1
CC(=O)Nc1ccc(C2C(=O)c3ccccc3C2=O)cc1 | 7.7 | -8.1
Cc1cc(C)nc(SCCn2c(N(C)Cc3ccccc3)nc3c2c(=O)n(C)c(=O)n3C)n1 | 0.8 | -22.1
COc1ccc(OC)c(NC(=S)NCCCN2CCOCC2)c1 | 9.7 | -20.4
Cc1nc(N)nc(-c2ccccc2O)n1 | 6.7 | -3.2
COc1ccc(-c2noc(CN(C)C(=O)c3ccco3)n2)cc1 | 0.0 | -6.6
CCCCn1c(N)c(N(CC(C)C)C(=O)C2=NN(c3cc(C)ccc3C)C(=O)CC2)c(=O)[nH]c1=O | 20.9 | -7.5
Cc1cc(Cl)c(C)c(S(=O)(=O)Oc2ccccc2NC(=O)CCC(=O)O)c1Cl | 7.2 | -27.4
CCn1c(SCc2nc3ccccc3[nH]2)nnc1-c1cnccn1 | 5.4 | -19.2

Quoted at random: 2 compounds from above, in no set order.
structure | OX1R antag-1 | OX1R antag-2
CCC(O)C1CCN(Cc2cn(Cc3ccccc3)nc2-c2cc3ccccc3o2)CC1 (centres undefined) | 5.8 | -15.5
C=C(C)CN1C(=O)C2(OCCO2)c2ccccc21 | 3.5 | -9.8

Further results
structure | OX1R antag-1 | OX1R antag-2
Cc1cn2c(N)c(/C=C3\C=Nc4ccccc43)c(=O)nc2s1 | 45.0* | -11.2
C=CCNC(=O)c1oc2ccc(S(=O)(=O)N3CCCCC3)cc2c1C | 2.2 | -15.0
COc1cc(OC)cc(C(=O)NC(=S)Nc2ccc3c4c(cccc24)CC3)c1 | 22.2 | 0.1
O=C(CCS(=O)(=O)c1ccc(Cl)cc1)Nc1nc(-c2ccncc2)cs1 | 9.2 | 2.1
CCOC(=O)C1=C(C)NC(C)=C(C(=O)OCC)C1C(=O)OCC(=O)NCc1ccc(F)cc1 | 13.9 | -13.5
C=CCc1cccc2cc(NC(C)=O)c(=O)oc12 | 17.3 | 2.5
CCC(CC)NC(=O)COn1nnc2ccc(S(=O)(=O)N3CCOCC3)cc21 | 2.8 | -19.4
O=C(c1ccccc1)N1CCN(CC(O)Cn2ccc3ccccc32)CC1 (centres undefined) | 5.2 | -14.0
C[n+]1ccccc1Nc1cc([N+](=O)[O-])ccc1N | 2.0 | -12.1
CC(NC(=O)c1ccco1)c1nc(-c2ccccc2)no1 (centres undefined) | 20.2 | 8.2
COc1ccc(CNC(=O)C(C#N)c2nc3ccccc3nc2N2CCN(C)CC2)cc1 (centres undefined) | 10.9 | -23.3
CCc1ccc(NC(=O)N(CCOC)C2CCN(C(C)=O)CC2)cc1 | 0.6 | -10.2
COC(=O)c1ccc2c(c1)C(C)(C)C(/C=C/c1ccc(OC)c(OC)c1OC)=[N+]2C | 6.6 | 4.6
COc1ccccc1NC(=O)CC1SC(=N)N(c2ccccc2)C1=O (centres undefined) | 17.7 | -19.3
O=C(NCc1ccccc1Cl)c1cc2c(s1)CS(=O)(=O)C2 | 5.0 | 5.5
CC(C)c1ccc(/C=N/NC(=O)c2cc(-c3cccc([N+](=O)[O-])c3)n[nH]2)cc1 | 24.8 | -15.9
CC/C(C)=N\NC(=O)CNC(=O)c1ccc(Cl)cc1Cl | 13.1 | -31.6
O=C(N=Nc1c(O)[nH]c2ccccc12)c1ccccc1NS(=O)(=O)c1cccs1 | 29.2 | -24.8
CCOC(=O)C1=C(C)Nc2sc(C(=O)c3ccc(OC)cc3)c(N)c2C1c1ccc(C(=O)OC)cc1 (centres undefined) | 34.9 | -12.6
CC(=O)OCCN1C(=O)c2cccc3cc([N+](=O)[O-])cc(c23)C1=O | 69.3* | -3.1

Exported with two lines to a compound: three of the compounds above.
The line under a structure holds: OX1R antag-1	OX1R antag-2
> CCOC(=O)C1=C(C)NC(C)=C(C(=O)OCC)C1C(=O)OCC(=O)NCc1ccc(F)cc1
  13.9	-13.5
> C=CCc1cccc2cc(NC(C)=O)c(=O)oc12
  17.3	2.5
> CCC(CC)NC(=O)COn1nnc2ccc(S(=O)(=O)N3CCOCC3)cc21
  2.8	-19.4

Next section:
structure | OX1R antag-1 | OX1R antag-2
COc1ccc(NC(=O)CN(C)C(=O)CNC(=O)c2ccc3c(c2)OCO3)cc1 | 5.7 | -2.8
CC(=O)Oc1ccc(-c2ccc(C(=O)OCC(=O)N(C)CC(=O)Nc3ccccc3Cl)cc2)cc1 | 16.4 | -5.6
Cn1c(C(=O)NCc2ccc3c(c2)OCO3)cc2sccc21 | 12.1 | -13.7
O=C(c1ccc(-c2cccc(Cl)c2)o1)N1CCN(c2ccc([N+](=O)[O-])cc2)CC1 | 24.5 | -23.9
CCCCOC(=O)c1cc(C)nc2ccc(Br)cc12 | 7.7 | -17.6
O=[N+]([O-])c1ccc(S(=O)(=O)Nc2ncccn2)cc1 | 32.7 | -18.4
COc1ccccc1NS(=O)(=O)c1ccc(C(=O)NCc2ccco2)cc1 | 4.3 | 2.8
Cc1occc1C(=O)NC1CCCc2ccccc21 (centres undefined) | 9.6 | -11.8
CC(=O)c1csc(-c2ccccc2)n1 | 14.4 | -2.7
O=C(O)Cc1ccc(N=Cc2c(O)ccc3ccccc23)cc1 | 15.6 | -7.5
CC1(C(=O)N/N=C/c2ccccc2)CC1(Cl)Cl (centres undefined) | 2.0 | -12.4
CN(CCC1CCCCO1)C(=O)CCc1nnc(CCc2ccccc2)o1 (centres undefined) | -2.4 | -10.8
CC(=O)CCc1c(C)c2cccc(C)c2[nH]c1=O | 15.9 | -21.4
N#Cc1ccccc1S(=O)(=O)N1CCN(CC(O)COc2ccccc2F)CC1 (centres undefined) | 5.0 | -17.9
O=C(c1ccccc1)C(Nc1ccccn1)c1ccccc1 (centres undefined) | 19.8 | -26.1
CCC(=O)NCCc1nc2ccccc2[nH]1 | 4.4 | -10.1
COC(=O)c1ccc(CSc2nc(N3CCOCC3)c3c(c2C#N)CC(C)(C)OC3)o1 | 3.6 | -22.1
O=C(Cc1cccs1)Nc1ccccc1-c1nc2ccccc2[nH]1 | 29.4 | -22.6
CC(C)NC(=O)NC(=O)COC(=O)Cc1c(F)cccc1Cl | 19.5 | -17.9
C#CCOCCOCCOCCNc1nc(N2CCN(C(=O)CCCCCCCCCCNC(=O)[C@H]([C@@H](C)CC)n3cc(CCCCN=C(N)N)nn3)CC2)nc(N2CCN(C(=O)CCCCCCCCCCNC(=O)[C@@H]([C@H](C)O)n3cc(C)nn3)CC2)n1 | -13.0 | -19.2
Cn1c(SCc2nc(-c3ccc(Br)cc3)no2)nnc1-c1ccco1 | 19.6 | -35.6
O=C1CC(NCCc2ccccc2)C(=O)N1CCc1ccccc1 (centres undefined) | 10.6 | -21.7
C=CCn1c(SCc2ccccc2C#N)nnc1-c1cc(Br)ccc1O | 52.8* | 53.1*
CC(C)CC(=O)NS(=O)(=O)c1ccc(NC(=O)c2ccco2)cc1 | 0.5 | -1.6
COc1ccc(N2C(=S)NC(C)(C)CC2(C)c2ccc(OC(C)=O)cc2OC(C)=O)cc1 (centres undefined) | 0.8 | -29.0
O=C(NCCNCc1ccccn1)c1ccco1 | 4.1 | -0.8
CCc1nn(C(C)C(=O)NCCc2ccccc2)c(=O)c2cc3occc3n12 (centres undefined) | 16.7 | -34.1

Screens: PubChem BioAssay, The Scripps Research Institute Molecular Screening Center

The order is random; overall some 2% were active at least once.
